# Bioassay records from PubChem.
# Growth percent in the NCI-60 one-dose screen (48 h, 10 µM unless noted): 100 = growth as untreated, 0 = no growth, -100 = all killed.
# SK-OV-3 – SK-OV-3 ovarian cancer cells | 80,000 compounds, 3.2% hits
# NCI-H522 – NCI-H522 lung cancer. AID 1794739. 78,000 compounds, 8% hits
# IGROV1 – IGROV1 ovarian cancer; 79,000 compounds, 4.7% hits
# NCI/ADR-RES – NCI/ADR-RES ovarian cells; AID 1794790; 81,000 compounds, 4.4% hits
# COLO 205 – COLO 205 colon cancer; 79,000 compounds, 7.3% hits
# NCI-H322M – NCI-H322M lung cancer; 80,000 compounds, 2.7% hits; AID 1794733
# NCI-H226 – NCI-H226 lung cancer | 79,000 compounds, 3.5% hits
# NCI-H23 – NCI-H23 lung cancer | 80,000 compounds, 4% hits
# NCI-H460 – NCI-H460 lung cancer. 82,000 compounds, 6.8% hits. AID 1794736
# * = called active by the depositor; / = no result given; & = joins results of further samples; [ ] = another dose, or the depositor's remark. Rule for the calls: active = growth percent below 10; inactive = the rest.
SMILES,SK-OV-3,NCI-H522,IGROV1,NCI/ADR-RES,COLO 205,NCI-H322M,NCI-H226,NCI-H23,NCI-H460
O=c1[nH]cccc1N=Nc1ccc(S(=O)(=O)NC2NCCS2)cc1 (centres undefined),96.5,87.1,109.0,113.2,105.1,95.3,98.6,106.6,102.8
CC12CC[C@@H]3[C@]4(C)COC(c5cn[nH]c5-c5ccc(F)cc5)O[C@@H]4CC[C@@]3(C)[C@@H]1CC(C1=CCOC1=O)O2 (some centres undefined),92.1,78.9,86.2,89.0,86.4,90.6,85.6,96.3,86.7
CC(=O)SCCC(=O)O,105.7,110.9,/,101.4,114.5,111.3,97.4,108.6,102.2
Fc1ccc(-c2nnc(-c3c(-c4ccc(F)cc4)nc4ccccn34)o2)cc1,85.3,25.9,114.0,67.7,79.5,105.2,84.2,69.0,70.0
CCOC(=O)c1c(C)oc2ncnc(N3CCN(C(=O)COc4ccc(Cl)c(Cl)c4)CC3)c12,90.3,68.7,92.1,88.8,99.6,96.4,79.4,94.7,100.6
CCOC(=O)c1nc2c(Br)cc(Br)cn2c1C(=O)c1ccc(Br)cc1,93.3,79.3,93.5,84.8,111.9,108.3,92.8,95.6,116.7
C/C(=N\NC(=S)Nc1ccc(Cl)cc1)c1cc2ccccc2oc1=O,91.2,89.1,91.1,89.5,119.0,98.3,74.2,93.7,103.5
N#CCCOCC1CCCO1 (centres undefined),105.2&99.6,96.0&90.6,106.3&95.0,101.7&108.5,110.7&106.1,104.3&89.3,95.9&111.3,99.0&105.7,106.8&105.0
O=C1OC2(c3ccccc31)c1ccccc1-c1ccccc12,91.7,/,90.6,90.8,81.7,102.6,95.8,89.6,106.2
O=C(CC(CC(=O)c1ccccc1)c1ccccn1)c1ccccc1,104.0,95.1,96.8,97.4,100.9,101.9,95.7,92.9,101.9
CC1(O)C(c2ccccc2)=C(c2ccccc2)c2ccccc21 (centres undefined),97.9,92.7,88.6,108.4,69.9,94.7,90.3,96.3,51.3
COc1ccc(C(=O)/C=C/c2ccc(C)s2)cc1,104.1,75.5,92.5,98.9,124.0,98.5,96.5,90.1,109.6
CN[C@@H]1C(OC2[C@H](O[C@H]3[C@H](O)[C@@H](O)[C@H](N=C(N)N)[C@@H](O)[C@@H]3N=C(N)N)OC(C)[C@]2(O)CO)OC(CO)C(O)C1O (some centres undefined),112.0,111.5,104.8,105.2,109.4,111.4,107.6,103.5,113.1
CS(=O)(=O)c1nc(NCCCNc2ccnc3cc(Cl)ccc23)cc(-c2ccccc2)n1,106.6,85.4,98.6,101.6,108.4,99.4,100.5,96.8,106.1
Fc1ccc(-c2nnc(N3CCOCC3)c3ccccc23)cc1,109.3,100.8,103.6,109.4,89.6,94.2,97.2,110.7,102.5
Cc1cc(N)nc(C)n1,100.0,91.3,97.4,107.7,103.9,94.1,109.7,109.7,112.1
CCCCCCCCCOC(=O)CCCCC(=O)OCCCCCCCCC,118.0,107.4,107.6,110.2,111.1,102.4,101.0,97.0,103.3
CC[C@@]12C=CCN3CC[C@]4(c5cc(NC(=O)COc6cc(OCC(=O)Nc7cc8c(cc7OC)N(C)[C@H]7[C@@](O)(C(=O)OC)[C@H](OC(C)=O)[C@]9(CC)C=CCN%10CC[C@]87[C@@H]%109)cc7oc(-c8ccccc8)cc(=O)c67)c(OC)cc5N(C)[C@@H]4[C@](O)(C(=O)OC)[C@H]1OC(C)=O)[C@H]32,23.5,-27.7*,-70.0*,95.5,40.2,45.9,23.7,0.3*,1.0*
CCOC(=O)c1cc2c(n1Cc1ccccc1)-c1[nH]c(=O)c(S(=O)(=O)c3ccccc3)cc1CCC2,99.8,84.6,92.4,90.8,108.2,89.1,99.9,100.8,99.3
O=C1Nc2ccccc2/C1=C\c1nc(-c2ccccc2)n2ccccc12,81.0,77.7,67.0,93.9,110.2,92.0,91.0,85.0,94.4
CNC(=O)n1c(N)nc(-c2ccccc2)c1-c1ccccc1,107.6,110.4,122.4,110.4,114.7,92.0,109.1,96.7,104.5
O=C1CSC(c2ccc(O)cc2)N1c1nnc(Cn2cnnc2)o1 (centres undefined),111.8,99.1,104.2,92.2,/,95.8,98.6,100.3,115.2
O=C1c2ccccc2C(=O)N1Cc1cccc([N+](=O)[O-])c1,106.3,89.6,117.3,122.0,102.9,113.6,110.6,103.3,112.1
O=C1Cc2cccc3c2c(cn3Cc2ccccc2)-c2ccccc21,89.9,53.0,81.1,52.8,/,93.6,/,61.7,96.8
O=C1c2ccccc2C(=O)N1O,76.5,91.6,99.8,98.4,86.2,95.5,69.7,85.7,109.6

# In the list so far, these contain an aryl methoxy group.
SMILES,SK-OV-3,NCI-H522,IGROV1,NCI/ADR-RES,COLO 205,NCI-H322M,NCI-H226,NCI-H23,NCI-H460
COc1ccc(C(=O)/C=C/c2ccc(C)s2)cc1,104.1,75.5,92.5,98.9,124.0,98.5,96.5,90.1,109.6
CC[C@@]12C=CCN3CC[C@]4(c5cc(NC(=O)COc6cc(OCC(=O)Nc7cc8c(cc7OC)N(C)[C@H]7[C@@](O)(C(=O)OC)[C@H](OC(C)=O)[C@]9(CC)C=CCN%10CC[C@]87[C@@H]%109)cc7oc(-c8ccccc8)cc(=O)c67)c(OC)cc5N(C)[C@@H]4[C@](O)(C(=O)OC)[C@H]1OC(C)=O)[C@H]32,23.5,-27.7*,-70.0*,95.5,40.2,45.9,23.7,0.3*,1.0*

# In a second layout: entries from further up.
> CNC(=O)n1c(N)nc(-c2ccccc2)c1-c1ccccc1
- SK-OV-3 = 107.6
- NCI-H522 = 110.4
- IGROV1 = 122.4
- NCI/ADR-RES = 110.4
- COLO 205 = 114.7
- NCI-H322M = 92.0
- NCI-H226 = 109.1
- NCI-H23 = 96.7
- NCI-H460 = 104.5

> O=C1CSC(c2ccc(O)cc2)N1c1nnc(Cn2cnnc2)o1 (centres undefined)
- SK-OV-3 = 111.8
- NCI-H522 = 99.1
- IGROV1 = 104.2
- NCI/ADR-RES = 92.2
- COLO 205 = /
- NCI-H322M = 95.8
- NCI-H226 = 98.6
- NCI-H23 = 100.3
- NCI-H460 = 115.2

# Additional records.
SMILES,SK-OV-3,NCI-H522,IGROV1,NCI/ADR-RES,COLO 205,NCI-H322M,NCI-H226,NCI-H23,NCI-H460
N#CC1C(=O)NC(=O)C(C#N)C12c1ccccc1Oc1ccccc12 (centres undefined),111.4,93.5,99.6,98.8,120.1,89.7,91.4,96.3,113.0
Cc1ccc2c(c1)/C(=N/c1nc(-c3ccccc3)cs1)C(=O)N2,70.2,73.2,82.4,104.7,97.2,88.8,79.6,93.1,95.5
NC(=O)COc1ccc(Br)cc1Br,106.0,94.2,110.8,104.8,119.0,98.3,98.8,104.7,98.0
O=C(COc1ccc(NC(=O)Nc2ccccc2)cc1)N=Nc1c(O)[nH]c2ccccc12,115.0,103.8,103.3,98.0,108.5,102.3,95.0,94.5,107.9
Cc1ccc(C(=O)/C(=C/c2ccc([N+](=O)[O-])cc2)SCc2ccc(Cl)cc2)cc1,100.5,63.1,74.7,72.0,82.7,75.5,76.3,61.8,74.6
COc1ccc(Nc2ncc3c(n2)CCc2cnc(Nc4ccc(OC)cc4)nc2-3)cc1,62.9,64.1,39.9,82.5,91.6,43.7,77.0,72.6,71.4
O=c1[nH]nc(-c2ccccc2I)c(=O)[nH]1,73.7,/,93.8,107.0,100.3,97.2,/,97.1,105.2
COc1ccc(C2C=C(c3ccc(NCc4nccc(OCC(F)(F)F)c4C)cc3)NC(N)=N2)cc1 (centres undefined),89.4,53.1,97.1,87.5,113.1,91.7,91.6,92.9,89.8
CCCN(C)CC(C)Nc1cc(OC)cc2cccnc12 (centres undefined),80.9,65.0,105.0,86.8,84.3,106.5,88.9,85.4,95.4
CCCS(=O)(=O)c1ncnc2nc[nH]c12,87.2,68.9,103.6,108.2,99.6,110.6,96.7,107.4,107.7
Cc1ccc(C(=O)O)cc1N=C1NC(=O)CS1,104.9,95.5,104.2,112.4,115.9,104.3,100.2,104.2,107.3
Cc1ccc(-c2csc(/N=C3\C(=O)Nc4ccc(C)cc43)n2)cc1,95.5,47.8,91.6,100.6,96.3,83.6,89.8,89.9,104.6
CC1(C)N=C(N)N=C(N)N1c1ccc(CCc2ccccc2)c(Cl)c1,36.3,1.8*,28.1,103.9,16.0,28.7,32.4,21.4,10.1
COc1ccc(/C=C/C(=O)c2ccc(NC(=O)CSc3nnc(-c4ccc(OC)cc4)o3)cc2)cc1,96.1,50.9,102.8,90.9,108.9,96.4,86.8,96.5,99.8
O=C1c2ccccc2CCC12OC2c1cn(-c2ccccc2)nc1-c1cccc([N+](=O)[O-])c1 (centres undefined),93.8,83.7,92.1,100.7,85.8,103.9,69.7,91.3,54.1
C#Cc1cccc(Oc2ccc(NC(=O)CCl)cc2)c1,98.9[8.25 µM],-32.6*[8.25 µM],-71.6*[8.25 µM],71.1[8.25 µM],61.6[8.25 µM],100.4[8.25 µM],55.9[8.25 µM],20.7[8.25 µM],19.0[8.25 µM]
CCCCCCCCCCCCCCCCCC(=O)Nc1ccc(OC)cc1,115.1,88.2,102.7,100.9,120.5,102.1,103.2,105.0,109.1
O=C(OCP(=O)(COC(=O)c1ccccc1)COC(=O)c1ccccc1)c1ccccc1,103.4,93.3,85.9,107.7,108.3,104.0,98.6,108.5,109.0
CSc1nc2nc3c(nc2c(=O)n1C)C(=O)c1ccccc1C3=O,-22.2*,/,-53.0*,-5.0*,-86.2*,-89.8*,-55.6*,-26.4*,-62.0*
c1ccc2c(c1)CNc1ccccc1-2,103.7&112.0,90.7,106.4&135.7,102.3&111.4,109.6&115.3,106.1&123.3,108.4&108.9,98.9&107.3,106.4&105.7
CCOC(=O)c1c(C)nc2[nH]n(-c3ccccc3)c(=O)c2c1-c1ccc(Cl)cc1Cl,106.5,99.4,89.7,97.2,118.2,101.1,97.1,96.1,100.6
Cc1ccc(C(=O)c2ccc3nc(-c4ccc(Br)cc4)n(C)c3c2)cc1,111.0,100.6,114.3,101.3,106.7,106.1,100.1,/,115.4
CC(C)OC(=O)[C@]12CCC(C)(C)C[C@H]1C1=CC[C@@H]3[C@@]4(C)C/C(=C/c5ccco5)C(=O)C(C)(C)[C@@H]4CC[C@@]3(C)[C@]1(C)CC2,103.7,90.7,109.4,104.1,111.2,101.4,98.6,105.8,107.4
CNCC(N)=O,88.5,57.4,74.5,72.7,91.2,83.5,73.7,77.4,85.8
Cc1nc(C)c(Br)s1,105.8,99.3,96.3,108.2,109.2,98.5,97.6,99.0,112.8

# Random excerpt: 2 compounds from above.
SMILES,SK-OV-3,NCI-H522,IGROV1,NCI/ADR-RES,COLO 205,NCI-H322M,NCI-H226,NCI-H23,NCI-H460
c1ccc2c(c1)CNc1ccccc1-2,103.7&112.0,90.7,106.4&135.7,102.3&111.4,109.6&115.3,106.1&123.3,108.4&108.9,98.9&107.3,106.4&105.7
Cc1ccc(C(=O)O)cc1N=C1NC(=O)CS1,104.9,95.5,104.2,112.4,115.9,104.3,100.2,104.2,107.3

# (further entries)
SMILES,SK-OV-3,NCI-H522,IGROV1,NCI/ADR-RES,COLO 205,NCI-H322M,NCI-H226,NCI-H23,NCI-H460
COc1ccc(-c2csc(N/N=C/c3cn(-c4ccc(C(=O)O)cc4)nc3-c3ccc(C(=O)O)cc3)n2)cc1,103.5,94.3,93.9,103.9,126.3,103.0,86.7,114.3,105.6
COc1ccc(N=c2nc3sc4cc(Cl)ccc4n3c(N)c2C#N)cc1,59.4,88.6,80.4,63.8,/,93.4,24.4,66.5,102.2
CC(=O)c1ccc(C)cc1C,115.6,89.0,102.8,105.3,116.4,109.1,99.8,103.1,105.7
Nc1cccc([N+](=O)[O-])c1N,107.8,106.3,97.3,102.0,118.5,92.4,82.2,97.8,96.2
CCOC(OCC)c1ccc(-n2c(N)c(C#N)cnc2=S)c2c1OC2=NC=C(C#N)C#N,91.6,92.2,98.1,130.1,101.8,103.9,101.7,100.7,113.8
Nc1nc(N2CCCCC2)c2ncn(C3OC(CO)C(O)C3O)c2n1 (centres undefined),102.2,98.8,96.7,/,106.6,102.8,88.9,98.4,102.0
COC(=O)C(CC(=O)CNC(=O)c1ccccc1)NC(=O)c1ccccc1 (centres undefined),114.4,/,107.2,119.7,105.9,79.0,104.4,111.0,117.4
O=C(O)/C=C\C(=O)Nc1nccs1,107.8,85.1,117.6,106.6,130.9,117.9,101.4,102.8,109.4
O=C(N[C@H]1C(O)[C@H](O)C(CO)O[C@H]1O)NS(=O)(=O)c1ccc(Cl)cc1Cl (some centres undefined),115.8,100.3,107.7,114.5,120.4,104.2,96.1,111.5,114.7
CCCCN(CCC)CCCCCCCCCN1CCCc2ccccc21,77.7,53.2,62.3,78.0,53.6,86.6,79.3,65.9,74.4
CC(=O)N[C@@H](CO)CC(=O)c1ccc2c(c1O)C=CC(C)(C)O2,101.9,100.4,59.8,105.5,105.0,98.8,/,103.8,105.2
CN(C)c1nc(NCCNS(=O)(=O)c2ccc(C3=Nc4c(N)nc(N)nc4NC(c4ccc(Cl)cc4)C3)cc2)nc(N2CCOCC2)n1 (centres undefined),75.9,65.3,45.0,85.7,66.5,69.3,58.6,69.2,59.1
COc1ccc2nc(-c3ccc(NC(=O)/C=C/c4ccc(OC)c(OC)c4)cc3)sc2c1,79.9,80.0,91.7,102.9,122.9,106.0,86.9,90.9,108.8
CC(=O)c1c2ccccc2cc2ccccc12,107.9,103.6,112.5,103.1,106.1,106.8,101.1,107.0,110.9
Cc1cc(N(C)c2ccccc2)nc(N(C)c2ccccc2)n1,101.8,85.8,107.3,102.5,97.2,103.4,96.5,102.4,104.2
Cc1c(C2(c3cc(Br)c(O)c(Br)c3C)OS(=O)(=O)c3ccccc32)cc(Br)c(O)c1Br,114.6,92.4,101.0,95.8,114.0,111.0,105.0,101.7,91.4
COc1ccc(Oc2nc(Cl)ncc2NC(=O)Nc2cc(OC)cc(OC)c2)cc1,111.0,73.6,101.1,95.9,117.6,99.0,94.0,99.2,101.0
CC(=O)/C=C/c1ccc(N(C)C)cc1,112.6,102.1,113.0,110.4,113.2,95.9,95.9,98.6,103.6

# An unsorted share of the library; 11% or so of the library scored in one or more.
